High-throughput results (PubChem)
TRPC4 agonist: TRPC4 (mouse) channel activation. Q9QUQ5. HEK293 TRPC4beta/mu-opioid, Fluo4 calcium fluorescence; active compounds read high. B-score at 10 µM. 310,000 tested, 0.49% active;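 active = B-score above 5 SD of library B-scores, and initial fluorescence ratio not above library mean plus 5 SD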;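 note: positive B-score marks a calcium rise read as TRPC4 activation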
Target sequence (Q9QUQ5 whole entry, looked up): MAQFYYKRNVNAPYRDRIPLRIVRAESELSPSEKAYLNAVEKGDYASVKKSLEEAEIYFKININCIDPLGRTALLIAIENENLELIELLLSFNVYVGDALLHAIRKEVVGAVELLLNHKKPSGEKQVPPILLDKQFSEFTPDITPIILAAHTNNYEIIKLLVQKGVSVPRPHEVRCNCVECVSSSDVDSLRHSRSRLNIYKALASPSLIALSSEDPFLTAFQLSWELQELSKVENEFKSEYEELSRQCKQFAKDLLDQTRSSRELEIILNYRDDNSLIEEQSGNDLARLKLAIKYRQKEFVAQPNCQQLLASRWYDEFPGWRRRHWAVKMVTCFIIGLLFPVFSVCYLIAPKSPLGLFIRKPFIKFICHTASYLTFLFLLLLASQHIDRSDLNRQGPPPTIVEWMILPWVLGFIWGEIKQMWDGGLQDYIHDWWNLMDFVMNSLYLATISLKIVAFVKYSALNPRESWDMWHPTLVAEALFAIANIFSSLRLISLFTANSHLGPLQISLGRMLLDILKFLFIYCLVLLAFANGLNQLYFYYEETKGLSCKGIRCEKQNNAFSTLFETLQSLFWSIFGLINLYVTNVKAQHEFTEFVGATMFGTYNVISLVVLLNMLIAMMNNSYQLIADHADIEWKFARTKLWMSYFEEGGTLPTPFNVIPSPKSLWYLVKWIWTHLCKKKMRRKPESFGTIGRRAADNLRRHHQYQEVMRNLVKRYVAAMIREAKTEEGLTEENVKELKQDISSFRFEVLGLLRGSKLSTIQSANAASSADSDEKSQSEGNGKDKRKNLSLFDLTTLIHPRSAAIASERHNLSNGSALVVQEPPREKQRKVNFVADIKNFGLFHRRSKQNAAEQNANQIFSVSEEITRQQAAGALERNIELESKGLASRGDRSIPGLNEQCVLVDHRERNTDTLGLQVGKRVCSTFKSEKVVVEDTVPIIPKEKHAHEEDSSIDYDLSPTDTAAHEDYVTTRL
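Technique: kinetic Fluo4 calcium fluorescence; Test system: TRPC4beta and mu-opioid receptor HEK293 stable cells; Measure: B-scored integrated calcium fluorescence ratio; Benchmarks: low control buffer alone, high control maximal DAMGO; Schedule: 45 min room-temperature Fluo4 loading, 110 s read.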
TMEM16A inh: inhibitors of mouse TMEM16A calcium-activated chloride channel | HEK293 TMEM16A/YFP iodide influx fluorescence, ionomycin | AID 588511 | 310,000 tested, 1.2% active | normalized B-score (activity score, 25-100; higher = stronger inhibition) at 10 µM;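 active = ratio plate-corrected score three or more library SD toward inhibition, starting fluorescence score within five deviations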;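 note: score derived from kinetic fluorescence span divided by baseline fluorescence per well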
TRPC4 PAM: TRPC4 (mouse) allosteric potentiation; Q9QUQ5; HEK293 TRPC4beta/mu-opioid, DAMGO EC20, Fluo-4 Ca2+ flux; active compounds read high; B-score at 10 µM; 310,000 tested, 0.42% active; AID 2227;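 active = B-score of calcium response area above 5 SD of library B-scores, with initial fluorescence ratio within 5 SD of library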;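 note: B-score of integrated fluorescence ratio over time as area under calcium response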
MrgX1 allo act: human MrgX1 positive allosteric modulation, primary screen. MrgX1-HEK293, Fluo-4 calcium flux, FDSS; active compounds read high. B-score at 10 µM. 310,000 tested, 0.63% active;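 active = plate-corrected calcium response at least 3 library SD above typical, normal starting fluorescence, not activating the receptor alone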;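 note: compound read alongside a low EC10 to EC30 dose of BAM8-22 agonist; peak minus trough fluorescence over baseline measured at the second addition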
RGS4 block: inhibitors of human RGS4; B-score at 10 µM; HEK293 M3R/RGS4 inducible, Fluo-4 calcium flux; active compounds read high; triggered by carbachol at its EC20; P49798; AID 463165; 310,000 tested, 0.45% active;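 active = B-score, a plate-corrected calcium signal, over three deviations above library mean, with baseline fluorescence within five deviations of library mean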;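 note: RGS4 expression induced by doxycycline in cells with stable M3 receptor; B-score is computed from the integrated fluorescence ratio over baseline after carbachol; higher B-score means a larger calcium signal and so more RGS4 inhibition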
MrgX1 agonist: agonists of human MrgX1 receptor; B-score at 10 µM; 310,000 tested, 0.44% active; Q96LB2; MrgX1-HEK293 cells, Fluo-4 calcium fluorescence, agonist mode; active compounds read high; AID 588627;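 active = calcium response B-score plate-corrected fluorescence ratio at least 3 library SD, with starting fluorescence B-score inside 5 SD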
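Test system: Stable human MrgX1 HEK293 cell line | Schedule: Overnight plating before 1 h dye loading | Read-out basis: Baseline-normalised fluorescence change ratio, B-scored | Detection: Kinetic calcium dye fluorescence, Fluo-4 NW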
TRPC6 act: activates the mouse TRPC6 cation channel; Q61143; HEK293-TRPC6 membrane potential dye fluorescence; active compounds read high; B-score at 10 µM; 310,000 tested, 0.13% active;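 active = B-score of the integrated fluorescence ratio above library mean plus 3 SD, and starting fluorescence ratio within library mean plus 5 SD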;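 note: higher score means more depolarization so channel activation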
ANO1 activ: mouse TMEM16A channel activation, primary screen; Q8BHY3; HEK293 TMEM16A/YFP-H148Q/I152L, iodide quench fluorescence; active compounds read low; B-score at 10 µM; 340,000 tested, 0.3% active;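 active = fluorescence-ratio B-score plate-corrected deviation score at least 3 library SD below zero, with starting fluorescence score within 5 deviations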;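 note: channel opened by trigger with iodide after compound preincubation; score built on the fluorescence ratio of max minus min over baseline; more negative score means more quench and so TMEM16A activation or potentiation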
MrgX1 antagonist: human MrgX1 receptor antagonism, primary screen | MRGX1-HEK293 calcium flux, Fluo-4, BAM8-22 antagonism; active compounds read low | Q96LB2 | B-score at 10 µM | 310,000 tested, 1.3% active;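 active = calcium-response B-score plate-corrected more than 3 library SD below zero, starting fluorescence within 5 deviations, no agonist response on first addition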;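 note: peak minus trough fluorescence over baseline after final BAM8-22 challenge near maximal dose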
TRPC4 block: blocks the mouse TRPC4 cation channel | HEK293 TRPC4beta/mu-opioid, DAMGO-evoked Fluo4 calcium flux; active compounds read low | B-score at 10 µM | 300,000 tested, 0.39% active | AID 2247;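 active = B-score over 3 SD under the library average, no early fluorescence shift, positive overall ratio signal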
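Signal: kinetic Fluo4 fluorescence imaging of calcium influx. Material: stable TRPC4beta/mu-opioid receptor HEK293 cells. Probe or stimulus: DAMGO in two steps, submaximal then maximal.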
TRPC6 inhibitor: mouse TRPC6 channel inhibition; HEK293-TRPC6, membrane potential dye, ACh-evoked depolarization; active compounds read low; Q61143; B-score at 10 µM; 310,000 tested, 1.1% active; AID 2553;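 active = B-score under library mean minus 3 SD, initial fluorescence not abnormally high, positive integrated signal ratio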;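 note: B-score derived from integrated fluorescence ratio over the kinetic read; more negative B-score means stronger inhibition of depolarization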
Starred values were filed as active, the others as inactive; i = inactive; . = no result given.

SMILES | TRPC4 agonist | TMEM16A inh | TRPC4 PAM | MrgX1 allo act | RGS4 block | MrgX1 agonist | TRPC6 act | ANO1 activ | MrgX1 antagonist | TRPC4 block | TRPC6 inhibitor
Cn1c(=O)[nH]c(=O)c2c1nc(N1CCOCC1)n2CCSc1nnnn1-c1ccccc1 | i | i | i | i | i | i | i | i | i | i | i
Cc1cccc2cc(/C=N/NC(=O)c3ccccc3O)c(Cl)nc12 | i | i | i | i | i | i | i | i | i | i | i
CCc1sc(N(C(=O)Cc2ccccc2)c2ccccc2)nc1-c1ccccc1 | i | i | i | i | i | i | i | i | i | i | i
Cc1ccc(C)n1-c1ccc(N2CCOCC2)c([N+](=O)[O-])c1 | i | i | i | i | i | i | i | i | i | i | i
CCn1cc(/C=C/C(=O)Nc2ccc(C)cc2Br)cn1 | i | i | i | i | i | i | i | i | i | i | i
O=c1[nH]c(C(F)(F)F)nc2ccccc12 | i | i | i | i | i | i | i | i | i | i | i
CSc1nc2sc3c(c2c(=O)[nH]1)CC(C)(C)OC3 | i | i | i | i | i | i | i | i | i | i | i
CSc1ccc(S(=O)(=O)Nc2ccc(OCC(=O)N3CCOCC3)cc2)cc1 | i | i | i | i | i | i | i | i | i | i | i
O=c1c2ccccc2c(/C=N/n2cnnc2)c(O)n1-c1ccccc1 | i | i | i | i | i | i | i | i | i | i | i
COc1ccc(N(CC(=O)NC2CCCC2)C(=O)CS(=O)CC(=O)Nc2ccc3c(c2)OCO3)cc1 (configuration not stated) | i | i | i | i | i | i | i | i | i | i | i
O=S(=O)(c1cnc(Cl)c(Br)c1)N1CCN(c2ncccn2)CC1 | i | i | i | i | i | i | i | i | i | i | i
O=C(Nc1ccc2c(c1)CCC2)c1cc(=O)[nH]c2ccccc12 | i | i | i | i | i | i | i | i | i | i | i
CCCN1CCN(CCCNC(=O)Cn2nc(C)n3c(cc4cc(F)ccc43)c2=O)CC1 | i | i | i | i | i | i | i | i | i | i | i
CCC(=O)Nc1cc(C(C)(C)C)ccc1C(C)=O | i | i | i | i | i | i | i | i | i | i | i
O=C(NCc1ccco1)c1cc2c(s1)CSC2 | i | i | i | i | i | i | i | . | i | i | i
Cc1c(O)ccc(-c2n[nH]c(C(=O)O)c2-c2nc3ccccc3s2)c1O | i | i | i | i | i | i | i | i | i | i | i
COc1ccnc(Oc2ccc(F)cc2)c1-c1ncn[nH]1 | i | i | i | i | i | i | i | i | i | i | i
COC(=O)C1=C(C)Nc2c(c(=O)n(C)c(=O)n2C)C1c1cccc(O)c1 (configuration not stated) | i | i | i | i | i | i | i | i | i | i | i
CC1(C)CC(=O)C/C(=N\NC(=O)C2CC23CCC3)C1 (configuration not stated) | i | i | i | i | i | i | i | i | i | i | i
Clc1ccc(-c2ccnc(Oc3ccc4ccccc4c3)n2)cc1 | i | i | i | i | i | i | i | i | i | i | i
COc1ccc(N(C(=O)COc2ccccc2OC)S(=O)(=O)c2ccc(C)cc2)cc1 | i | i | i | i | i | i | i | i | i | i | i
CC(C)NCC(O)COCCOc1ccc(Br)cc1 (configuration not stated) | i | i | i | i | i | i | i | i | i | i | i
Cc1cc(NC(=O)CSc2nc(-c3ccco3)cc(C(F)(F)F)n2)n(-c2ccccc2)n1 | i | i | i | i | i | i | i | i | i | i | i
CN(c1ccc(C(=O)NCCc2ccccc2)cc1)S(C)(=O)=O | i | i | i | i | i | i | i | i | i | i | i
Cc1cccc(NC(=O)CC2SC(=NC3CCCCC3)NC2=O)c1 (configuration not stated) | i | i | i | i | i | i | i | i | i | i | i
CC12CCC(C(=O)N(NC(=O)c3ccccc3Cl)C1=O)C2(C)C (configuration not stated) | i | i | i | i | i | i | i | i | i | i | i
O=C(c1ccc(Cl)c(S(=O)(=O)N2CCOCC2)c1)N1CCN(c2ccccc2)CC1 | i | i | i | i | i | i | i | i | -4.6* | i | i
O=C(Nc1cccc(NC(=O)c2c(F)cccc2F)n1)c1c(F)cccc1F | i | i | i | i | i | i | i | i | i | i | i
Cc1ccc(N(C(=O)c2snc(C(N)=O)c2N)C(C(=O)NC2CCCC2)c2ccncc2)cc1 (configuration not stated) | i | i | i | i | i | i | i | i | i | i | i
CC(=O)n1cc([C@@H]2C=C(C(=O)O)O[C@H](OCc3ccc(CO)cc3)C2)c2ccccc21 | i | i | i | i | i | i | i | i | i | i | i
Cc1cc2c(o1)CC(C)(C)CC2=O | i | i | i | i | i | i | i | i | i | i | i
O=C(COC(=O)CCCOc1ccc(Cl)cc1Cl)NCc1ccccc1 | i | i | i | i | i | i | i | i | i | i | i
COc1ccccc1-n1cnc2c(c1=O)c1nc3ccccc3nc1n2CCc1ccccc1 | i | i | i | i | i | i | i | i | i | i | i
C=CCn1c(COc2ccc3c(c2)CCCC3)nnc1SCC(=O)Nc1cccc(SC)c1 | i | i | i | i | i | i | i | i | i | i | i
COc1ccc(C(=O)N2CCOC2CNC(=O)C(=O)NCc2ccc(F)cc2)cc1 (configuration not stated) | i | i | i | i | i | i | i | i | -5.1* | i | i
CCOC(=O)CNc1ccc2c(c1)OCO2 | i | i | i | i | i | i | i | i | i | i | i
CCn1c(O)c(C=C2N=c3ccccc3=N2)sc1=S | i | i | i | i | i | i | i | i | i | i | i
CCc1nc(SCC(=O)Nc2nnc(CC)s2)c2c(C)c(C)sc2n1 | i | i | i | i | i | i | i | i | i | i | i
CCC1(CC)N([O-])C(C)=C(c2ccccc2)[N+]1=O | i | i | i | i | i | i | i | i | i | i | i
COc1ncnc2c1N[C@@](C)(O)c1c(F)c(F)c(F)c(F)c1S2 | i | i | i | i | i | i | i | i | i | i | i
CCC1C2CN(C(C)=O)CC=C2C(C#N)=C(N)C1(C#N)C#N (configuration not stated) | i | i | i | i | i | i | i | i | i | i | i
CC1CCN(C(=O)Cn2nc(C(F)(F)F)c3c2CCCC3)CC1 | i | i | i | i | i | i | i | i | i | i | i
O=S(=O)(NCCC1=CCCCC1)c1ccc(Br)cc1 | i | i | i | i | i | i | i | i | i | i | i
COCC(=O)N1CCC(Oc2ccc(C(=O)N3CCCCCCC3)cc2)CC1 | i | i | i | i | i | i | i | i | i | i | i
Cc1ccc2c(=O)cc(C(F)F)oc2c1 | i | i | i | i | i | i | i | i | i | i | i
CCOC(=O)C1CCCN(Cc2ccc(OC)c(OCc3ccccc3)c2)C1 (configuration not stated) | i | i | i | i | i | i | i | i | i | i | i
O=CN1CCN(C(=O)c2ccc(Br)o2)CC1 | i | i | i | i | i | i | i | i | i | i | i
COC(=O)c1ccc(Cc2ccc(C(=O)OC)o2)o1 | i | i | i | i | i | i | i | i | i | i | i
COC(=O)c1c(-c2cccnc2)csc1NC(=O)c1ccc2c(c1)OCO2 | i | i | i | i | i | i | i | i | i | i | i
Cc1ccc(-c2nnc(Nc3ccc(CC(N)=O)cc3)c3ccccc23)cc1S(N)(=O)=O | i | i | i | i | i | i | i | i | i | i | i
CCCCC(CC)C(=O)NCc1ccc(F)cc1 (configuration not stated) | i | i | i | i | i | i | i | i | i | i | i
CCC(=O)NCCc1cc2ccc(C)cc2[nH]c1=O | . | i | . | i | . | i | . | i | i | . | .
C=CCOc1ccc(/C=C/C(=O)OCC(=O)NC(C)c2ccc(F)cc2)cc1 (configuration not stated) | i | i | i | i | i | i | i | i | i | i | i
CCOc1cc(C(=S)N2CCC(O)CC2)ccc1OS(=O)(=O)c1ccc(Br)cc1 | i | 25* | i | i | i | i | i | i | i | i | -8.4*
CCC1Oc2ccccc2N(CC(=O)NCC2CCCO2)C1=O (configuration not stated) | i | i | i | i | i | i | i | i | i | i | i
O=C(NCCOc1ccccc1)C1CCCN1C(=O)c1cccs1 (configuration not stated) | i | i | i | i | i | i | i | i | i | i | i
CCOc1ccc(-c2[nH]nc3c2C(c2ccc(O)cc2)C(C#N)=C(N)O3)cc1 (configuration not stated) | i | i | i | i | i | i | i | i | i | i | i
Cn1c(NC(=O)c2ccc(F)cc2)c(-c2ccccn2)c(=O)c2ccccc21 | i | i | i | i | i | i | i | i | i | i | i
CCc1nccn1S(=O)(=O)c1cc(C)c(OC)cc1C | i | i | i | i | i | i | i | i | i | i | i
CN1C(C(=O)Nc2ccccn2)=C(O)c2sc(Cl)cc2S1(=O)=O | i | i | i | i | i | i | i | i | i | i | i

New compounds follow:
SMILES | TRPC4 agonist | TMEM16A inh | TRPC4 PAM | MrgX1 allo act | RGS4 block | MrgX1 agonist | TRPC6 act | ANO1 activ | MrgX1 antagonist | TRPC4 block | TRPC6 inhibitor
Cc1cc(C(F)(F)F)nc(NCc2cccnc2)n1 | i | i | i | i | i | i | i | i | i | i | i
CCOc1ccc(OCC)c(S(=O)(=O)n2cc(C)nc2CC)c1 | i | i | i | i | i | i | i | i | i | i | i
C/C(CCc1ccc2c(c1)OCO2)=N\N=C1\NC(=O)CC(C(=O)Nc2ccccc2)S1 (configuration not stated) | i | i | i | i | i | i | i | i | i | i | i
COc1ccc(C(=O)CSc2ncnc3nc[nH]c23)cc1 | i | i | i | i | i | i | i | i | i | i | i
COc1ccc(-c2nc3c(c(SCC(=O)Nc4cccc(O)c4)n2)Cc2c(CO)cnc(C)c2O3)cc1 | i | i | i | i | i | i | i | i | i | i | i
COC(=O)[C@@]12CCCCN1[C@H](c1ccc(-c3ccc(C(C)=O)cc3)c(OC)c1)[C@@H]1C(=O)N(C)C(=O)[C@@H]12 | i | i | i | i | i | i | i | i | i | i | i
CCN1C(=O)C2C(c3cccc(F)c3)NC(C)(C(=O)OC)C2C1=O (configuration not stated) | i | i | i | i | i | i | i | i | i | i | i
O=c1c2cc(-c3ccccc3)sc2ncn1/N=C/c1ccco1 | i | i | i | i | i | i | i | i | i | i | i
CCOC(=O)c1cc2c(nc1C)-c1cc(Cl)cc(Cl)c1OC2O (configuration not stated) | i | i | i | i | i | i | i | i | i | i | i
O=C(CN1C(=O)c2cccc3cccc1c23)Nc1ccc2c(c1)OCO2 | i | i | i | i | i | i | i | i | i | i | i
